Assay outcomes as filed in PubChem BioAssay.
CHRM5 agonist: CHRM5 agonism in calcium assay | 360,000 tested, 0.19% active | CHO-K1 hM5 cells, Fluo-8 calcium fluorescence; 0% DMSO wells, 100% maximal acetylcholine response | activation, % at 3 µM;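 active = activation above the run's mean over test compounds plus 3 SD, cut at about 23% in these data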;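 note: signal is peak over basal fluorescence ratio across the kinetic read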
Target sequence (P08912 whole entry, looked up): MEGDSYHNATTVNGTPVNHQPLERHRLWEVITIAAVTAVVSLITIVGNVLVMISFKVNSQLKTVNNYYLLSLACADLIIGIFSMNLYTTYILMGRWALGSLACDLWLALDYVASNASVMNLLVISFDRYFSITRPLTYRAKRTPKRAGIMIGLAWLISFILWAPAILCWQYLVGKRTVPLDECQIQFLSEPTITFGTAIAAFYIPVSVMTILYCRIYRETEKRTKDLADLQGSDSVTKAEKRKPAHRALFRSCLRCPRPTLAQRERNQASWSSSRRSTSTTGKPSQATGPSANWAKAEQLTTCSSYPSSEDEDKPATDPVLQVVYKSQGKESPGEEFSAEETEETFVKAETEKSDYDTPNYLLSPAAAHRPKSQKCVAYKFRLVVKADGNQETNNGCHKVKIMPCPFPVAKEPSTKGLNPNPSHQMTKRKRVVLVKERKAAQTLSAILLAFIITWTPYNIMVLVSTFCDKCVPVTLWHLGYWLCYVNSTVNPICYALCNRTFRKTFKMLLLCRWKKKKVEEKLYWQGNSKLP
CRFR2-BP antag: CRF-BP/CRF-R2 complex antagonism; HEK293 CRF-R2/CRF-BP, CRF-induced calcium fluorescence; inhibition, % at 11.8 µM; 350,000 tested, 0.59% active; AID 588475;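 active = inhibition of the ligand-induced calcium signal above about 50% at the single tested concentration, limit read from the data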
CHRM5 PAM: positive allosteric modulators of human muscarinic M5 receptor. P08912. CHO-K1 hM5, Fluo-8 calcium, ACh EC20 PAM; 0% = ACh EC20, 100% = ACh EC100. activation, % at 3 µM. 360,000 tested, 0.3% active;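 active = activation above the run cutoff, the mean activation of all test compounds plus 3 SD, cut at about 18% in these data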
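Probe or stimulus: acetylcholine, EC20 level; Assay system: human M5 receptor in CHO-K1 cells; Schedule: compound preincubation 140 s before EC20 acetylcholine addition; Technique: intracellular calcium via Fluo-8 fluorescence; Dosing: single-point, 3 µM nominal; Read-out basis: percent activation from peak-over-basal fluorescence ratio, scaled EC20-to-EC100 acetylcholine; Repeats: one well per compound, no replicates.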
CHRM5 antagonist: CHRM5 antagonism in calcium assay; CHO-hM5 cells, Fluo-8 calcium fluorescence, ACh EC80; 360,000 tested, 0.59% active; P08912; inhibition, % at 3 µM;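 active = inhibition above a per-plate cutoff, the mean of that plate's test compounds plus 3 SD, cut at about 27% in these data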;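 note: 0% = acetylcholine EC80 with DMSO and 100% = DMSO without agonist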
M4 antag: CHRM4 antagonism in calcium assay; P08173; CHO-hM4 cells, ACh EC80, Fluo-8 calcium fluorescence; inhibition, % at 3 µM; 360,000 tested, 0.73% active; AID 624125;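 active = inhibition above its plate's cutoff, the mean inhibition of sample wells plus 3 SD, cut at about 27% in these data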;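 note: 0% = acetylcholine EC80 with DMSO and 100% = DMSO without agonist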
Target sequence (P08173 whole entry, looked up): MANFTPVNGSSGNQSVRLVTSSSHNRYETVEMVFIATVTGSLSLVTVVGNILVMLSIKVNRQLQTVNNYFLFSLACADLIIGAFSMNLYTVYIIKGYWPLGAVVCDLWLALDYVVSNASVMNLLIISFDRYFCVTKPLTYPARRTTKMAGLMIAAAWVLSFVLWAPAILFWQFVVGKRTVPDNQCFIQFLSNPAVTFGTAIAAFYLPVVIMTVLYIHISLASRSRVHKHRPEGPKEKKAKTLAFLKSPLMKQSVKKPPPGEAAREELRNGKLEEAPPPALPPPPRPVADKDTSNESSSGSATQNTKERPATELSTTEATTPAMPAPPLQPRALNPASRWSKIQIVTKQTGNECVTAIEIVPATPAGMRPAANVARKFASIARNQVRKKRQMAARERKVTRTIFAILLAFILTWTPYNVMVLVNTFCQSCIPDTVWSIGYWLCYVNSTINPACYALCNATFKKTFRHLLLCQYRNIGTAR
M4 PAM: CHRM4 positive allosteric modulation. 360,000 tested, 0.4% active. AID 624126. activation, % at 3 µM. P08173. CHO-K1 hM4/Gqi5, Fluo-8 calcium fluorescence, ACh EC20; 0% = ACh EC20, 100% = maximal ACh;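 active = activation above its plate's cutoff, the mean activation of sample wells plus 3 SD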; note: some results filed as inactive read as strong as hits
IDE cell inh: inhibitors of human insulin-degrading enzyme in cells | P14735 | 320,000 tested, 0.41% active | HEK cells, FAbetaB cleavage, fluorescence polarization | inhibition, % at 5.59 µM;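 active = percent inhibition above the average of all tested compounds plus 3 SD, set per screening campaign, cut at about 16% in these data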;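 note: IDE supplied by intact live HEK cells; FP after avidin binding of uncleaved biotin substrate so inhibition keeps polarization high; 0% = DMSO wells and 100% = 60 µM reference IDE inhibitor Ii1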
CRFR2-BP ag: CRF-BP/CRF-R2 complex agonism; activation, % at 13.2 µM; HEK293 CRF-R2/CRF-BP, calcium dye fluorescence (FLIPR); percent of saturating CRF peptide response; 350,000 tested, 0.46% active;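 active = activation of at least 50%, plus an integration ratio under a set limit after plate pattern correction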;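 note: plate controls were neutral control wells without compound for no effect and CRF at EC100 for full effect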
M4 ag: agonists of human muscarinic M4 receptor (CHRM4); activation, % at 3 µM; CHO-K1 hM4/Gqi5, Fluo-8 calcium fluorescence; vehicle 0%, full acetylcholine response 100%; 360,000 tested, 0.14% active; P08173;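 active = activation above the run mean over all test wells plus 3 SD, cut at about 32% in these data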;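 note: peak over basal fluorescence ratio per well then scaled between controls; 0% = DMSO wells and 100% = acetylcholine at EC100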
Active calls of the source: *.

How did CN(Cc1ccc(F)cc1)S(=O)(=O)c1nnc(NC(=O)c2ccccc2)s1 do in these assays?
CHRM5 agonist: -1; CRFR2-BP antag: 14; CHRM5 PAM: -9; CHRM5 antagonist: 18; M4 antag: 3; M4 PAM: -1; IDE cell inh: 0; CRFR2-BP ag: 7.4; M4 ag: 2

How did Cc1ccc(N2C(=O)N(CC(=O)Nc3cccc(C)c3C)C(=O)C2C)cc1 (stereo unspecified) do in these assays?
CHRM5 agonist: 1; CRFR2-BP antag: -2; CHRM5 PAM: -5; CHRM5 antagonist: 10; M4 antag: -18; M4 PAM: 12; IDE cell inh: 0; CRFR2-BP ag: 1.0; M4 ag: 1

What do the screens show for `CC(C)CCNC(=O)c1cn(C)c2ccc(S(=O)(=O)N3CCCC3)cc2c1=O`?
CHRM5 agonist: -3; CRFR2-BP antag: -1; CHRM5 PAM: 2; CHRM5 antagonist: -17; M4 antag: 3; M4 PAM: -3; IDE cell inh: -12; CRFR2-BP ag: -0.9; M4 ag: 1

How did Cc1nc(/C=C/c2ccccc2)cc(/C=C/c2ccccc2)n1 do in these assays?
CHRM5 agonist: -1; CRFR2-BP antag: 6; CHRM5 PAM: -3; CHRM5 antagonist: 9; M4 antag: -7; M4 PAM: -1; IDE cell inh: -2; CRFR2-BP ag: -0.6; M4 ag: -2

How did COc1ccc(C2C(C(=O)Nc3cccnc3)=C(C)Nc3nc(-c4ccco4)nn32)cc1 (stereo unspecified) do in these assays?
CHRM5 agonist: 1; CRFR2-BP antag: 7; CHRM5 PAM: -3; CHRM5 antagonist: 5; M4 antag: -7; M4 PAM: 7; IDE cell inh: 0; CRFR2-BP ag: -0.3; M4 ag: 1

Results for O=C(CCCc1nc2ccccc2s1)NCc1cccnc1 ?
CHRM5 agonist: -3; CRFR2-BP antag: 6; CHRM5 PAM: 7; CHRM5 antagonist: -1; M4 antag: -9; M4 PAM: 1; IDE cell inh: -3; CRFR2-BP ag: -0.3; M4 ag: 1

Results for O=C(NC(Cc1nn[nH]n1)C(=O)OCc1ccccc1)OCc1ccccc1 (stereo unspecified) ?
CHRM5 agonist: 1; CRFR2-BP antag: 29; CHRM5 PAM: 0; CHRM5 antagonist: -4; M4 antag: -3; M4 PAM: 4; CRFR2-BP ag: -5.9; M4 ag: 0

What do the screens show for `COc1ccccc1NC(=O)COC(=O)c1ccc2ccccc2n1`?
CHRM5 agonist: 0; CRFR2-BP antag: 24; CHRM5 PAM: -10; CHRM5 antagonist: 16; M4 antag: 2; M4 PAM: 4; IDE cell inh: 2; CRFR2-BP ag: 12; M4 ag: 4

Results for O=C(C1CCCO1)N1CCN(C(=S)Nc2cccc(Cl)c2)CC1 (stereo unspecified) ?
CHRM5 agonist: 2; CRFR2-BP antag: 7; CHRM5 PAM: -6; CHRM5 antagonist: 4; M4 antag: 1; M4 PAM: -5; IDE cell inh: -5; CRFR2-BP ag: -1.4; M4 ag: 2

What do the screens show for `O=C(CO/N=C/c1cccc([N+](=O)[O-])c1)Nc1ccc2ccccc2c1`?
CHRM5 agonist: -5; CRFR2-BP antag: 11; CHRM5 PAM: -41; CHRM5 antagonist: 20; M4 antag: 11; M4 PAM: -10; IDE cell inh: -1; CRFR2-BP ag: 0.0; M4 ag: 14

How did CCN1C(=O)N[C@@H](c2ccccc2)C(C(=O)OC)=C1C do in these assays?
CHRM5 agonist: -3; CRFR2-BP antag: -4; CHRM5 PAM: 4; CHRM5 antagonist: 12; M4 antag: -7; M4 PAM: 2; IDE cell inh: 1; CRFR2-BP ag: -2.2; M4 ag: 1

Results for COc1cc(C(=O)NC(CCSC)C(=O)Nc2ccc(N3CCOCC3)cc2)cc(OC)c1OC (stereo unspecified) ?
CHRM5 agonist: 1; CRFR2-BP antag: 2; CHRM5 PAM: -4; CHRM5 antagonist: 0; M4 antag: -4; M4 PAM: 5; CRFR2-BP ag: -1.3; M4 ag: 0

What do the screens show for `O=C(CSc1n[nH]c(-c2ccco2)n1)Nc1ccccc1F`?
CHRM5 agonist: -2; CRFR2-BP antag: 6; CHRM5 PAM: 4; CHRM5 antagonist: -3; M4 antag: 1; M4 PAM: -1; IDE cell inh: 4; CRFR2-BP ag: -1.3; M4 ag: -1

Results for COc1ccc2oc(=O)c(C(=O)O)cc2c1 ?
CHRM5 agonist: 0; CRFR2-BP antag: 0; CHRM5 PAM: 3; CHRM5 antagonist: 2; M4 antag: 6; M4 PAM: 1; IDE cell inh: 0; CRFR2-BP ag: 0.3; M4 ag: 0

How did O=C(COC(=O)CCc1nc2ccccc2c(=O)[nH]1)Nc1ccccc1Cl do in these assays?
CHRM5 agonist: 3; CRFR2-BP antag: -5; CHRM5 PAM: 6; CHRM5 antagonist: -3; M4 antag: -9; M4 PAM: -8; IDE cell inh: -1; CRFR2-BP ag: 1.8; M4 ag: 1

Results for O=C(CSCc1ccccc1Cl)NNC(=O)c1ccccc1 ?
CHRM5 agonist: 1; CRFR2-BP antag: 14; CHRM5 PAM: 0; CHRM5 antagonist: 1; M4 antag: 3; M4 PAM: -2; IDE cell inh: 5; CRFR2-BP ag: -0.8; M4 ag: 2

What do the screens show for `CC(=O)c1c(C)[nH]c(C(=O)N2CCN(c3cc(Cl)ccc3C)CC2)c1C`?
CHRM5 agonist: 5; CRFR2-BP antag: -51; CHRM5 PAM: 3; CHRM5 antagonist: -1; M4 antag: 9; M4 PAM: -5; IDE cell inh: 0; CRFR2-BP ag: 11; M4 ag: 4

How did O=C(O)c1ccccc1CSc1nnnn1-c1ccccc1 do in these assays?
CHRM5 agonist: 1; CRFR2-BP antag: 4; CHRM5 PAM: -1; CHRM5 antagonist: 8; M4 antag: 3; M4 PAM: 10; IDE cell inh: 5; CRFR2-BP ag: -0.7; M4 ag: -1

Results for CN(CC(=O)Nc1ccc(Cl)c(C(F)(F)F)c1)C(=O)C1CC(=O)N(c2ccc3c(c2)OCCO3)C1 (stereo unspecified) ?
CHRM5 agonist: 1; CRFR2-BP antag: -8; CHRM5 PAM: 4; CHRM5 antagonist: -6; M4 antag: -9; M4 PAM: -2; CRFR2-BP ag: 1.8; M4 ag: 14

Results for COCCN(Cc1ccc(OC)cc1)c1c(C)nc2ccc(C(=O)Nc3ccc(NC(C)=O)cc3)cn12 ?
CHRM5 agonist: 0; CHRM5 PAM: 0; CHRM5 antagonist: -3; M4 antag: -21; M4 PAM: 5; M4 ag: 4

Overlap with the part before: 4 entries, then new ones.
What do the screens show for `CC(=O)c1c(C)[nH]c(C(=O)N2CCN(c3cc(Cl)ccc3C)CC2)c1C`?
CHRM5 agonist: 5; CRFR2-BP antag: -51; CHRM5 PAM: 3; CHRM5 antagonist: -1; M4 antag: 9; M4 PAM: -5; IDE cell inh: 0; CRFR2-BP ag: 11; M4 ag: 4

How did O=C(O)c1ccccc1CSc1nnnn1-c1ccccc1 do in these assays?
CHRM5 agonist: 1; CRFR2-BP antag: 4; CHRM5 PAM: -1; CHRM5 antagonist: 8; M4 antag: 3; M4 PAM: 10; IDE cell inh: 5; CRFR2-BP ag: -0.7; M4 ag: -1

Results for CN(CC(=O)Nc1ccc(Cl)c(C(F)(F)F)c1)C(=O)C1CC(=O)N(c2ccc3c(c2)OCCO3)C1 (stereo unspecified) ?
CHRM5 agonist: 1; CRFR2-BP antag: -8; CHRM5 PAM: 4; CHRM5 antagonist: -6; M4 antag: -9; M4 PAM: -2; CRFR2-BP ag: 1.8; M4 ag: 14

Results for COCCN(Cc1ccc(OC)cc1)c1c(C)nc2ccc(C(=O)Nc3ccc(NC(C)=O)cc3)cn12 ?
CHRM5 agonist: 0; CHRM5 PAM: 0; CHRM5 antagonist: -3; M4 antag: -21; M4 PAM: 5; M4 ag: 4

How did CCN(CC)C(=O)C(C)N(C#N)c1nc(NC(C)C)nc(NC(C)C)n1 (stereo unspecified) do in these assays?
CHRM5 agonist: 1; CRFR2-BP antag: -2; CHRM5 PAM: -5; CHRM5 antagonist: 5; M4 antag: -2; M4 PAM: 6; IDE cell inh: 5; CRFR2-BP ag: 0.4; M4 ag: 1

What do the screens show for `COCCCNC(=O)CCn1c(=O)c2ccccc2n(CC(=O)Nc2c(C)cccc2C)c1=O`?
CHRM5 agonist: -3; CRFR2-BP antag: 0; CHRM5 PAM: -6; CHRM5 antagonist: -6; M4 antag: 3; M4 PAM: 4; IDE cell inh: 0; CRFR2-BP ag: 0.7; M4 ag: 1

How did CCOc1cc(/C=N/NC(=O)Cc2ccc(C(F)(F)F)cc2[N+](=O)[O-])ccc1O do in these assays?
CHRM5 agonist: 1; CRFR2-BP antag: -2; CHRM5 PAM: -2; CHRM5 antagonist: 3; M4 antag: 1; M4 PAM: -7; IDE cell inh: 0; CRFR2-BP ag: -2.0; M4 ag: 1

Results for COc1cccc(NC(=O)C2C3C=CC4(O3)C2C(=O)N(CCCN2CCCCC2)C4C(=O)NC2CCCCC2)c1 (stereo unspecified) ?
CHRM5 agonist: -4; CRFR2-BP antag: -6; CHRM5 PAM: -3; CHRM5 antagonist: 1; M4 antag: -6; M4 PAM: 9; IDE cell inh: 0; CRFR2-BP ag: 1.4; M4 ag: 2

How did COCCCn1c(SCC(=O)O)nc2cc(OC)c(OC)cc2c1=N do in these assays?
CHRM5 agonist: 0; CRFR2-BP antag: 14; CHRM5 PAM: 9; CHRM5 antagonist: -8; M4 antag: -1; M4 PAM: -1; IDE cell inh: 4; CRFR2-BP ag: -1.0; M4 ag: 0

How did CN1C2CCC1CC(NC(=O)c1cc(S(=O)(=O)N(C)C)c(Cl)cc1Cl)C2 (stereo unspecified) do in these assays?
CHRM5 agonist: 1; CRFR2-BP antag: -6; CHRM5 PAM: -5; CHRM5 antagonist: 11; M4 antag: 8; M4 PAM: 3; IDE cell inh: 2; CRFR2-BP ag: 0.3; M4 ag: 1

Results for COc1cccc(CN(C)C(=O)c2ccc(OCC(=O)N3CCOCC3)c(OC)c2)c1 ?
CHRM5 agonist: 3; CRFR2-BP antag: 0; CHRM5 PAM: 3; CHRM5 antagonist: 3; M4 antag: -6; M4 PAM: 4; IDE cell inh: 3; CRFR2-BP ag: 0.7; M4 ag: 2

What do the screens show for `CCCSc1ccc(C(=O)Nc2ccc(Cl)cc2)cn1`?
CHRM5 agonist: -3; CRFR2-BP antag: -26; CHRM5 PAM: 12; CHRM5 antagonist: -8; M4 antag: -12; M4 PAM: 1; IDE cell inh: 0; CRFR2-BP ag: 9.4; M4 ag: 4

How did Cc1ccc(NC(=O)COC(=O)c2ccc(S(=O)(=O)N3CCCCC3)cc2)cc1 do in these assays?
CHRM5 agonist: 4; CRFR2-BP antag: 14; CHRM5 PAM: 8; CHRM5 antagonist: 2; M4 antag: 0; M4 PAM: 0; IDE cell inh: 0; CRFR2-BP ag: 1.9; M4 ag: 1

How did COCCn1cnc2cc(C)c(C)cc21 do in these assays?
CHRM5 agonist: 1; CRFR2-BP antag: -9; CHRM5 PAM: 1; CHRM5 antagonist: 7; M4 antag: -1; M4 PAM: 3; IDE cell inh: -5; CRFR2-BP ag: -1.6; M4 ag: 1
